Assay outcomes from PubChem.
HT1080 IDH1KD tx – qHTS for induction of synthetic lethality in tumor cells producing 2HG: qHTS for the HT-1080-IDH1KD cell line; HT-1080 IDH1 knockdown viability, ATP luminescence, 48 h; Potency, µM (highest dose often 46.1 µM), without a hit: top-dose activity, negative = toxicity, actives largely listed as cytotoxic; hit rate 2% among 360,000;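 further: potency means the concentration at half of the fitted maximal effect; 0% = DMSO wells and -100% = cell-free medium wells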
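Luminescent ATP read-out (CellTiter-Glo, 10 min at room temperature) after 48 h compound exposure at 37 °C gave viability of IDH1-knockdown HT-1080 cells. Activity was normalised to DMSO and cell-free wells, then fitted as concentration-response curves.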
KB-3-1 cytotox – qHTS assay for MDR1-selective chemotherapeutics: Primary screen using the parental adenocarcinoma cell KB-3-1. KB-3-1 viability, CellTiter-Glo ATP luminescence, 72 h. Potency, µM (titrated, usually from 46.1 µM), without a hit: at the top dose activity change, negative = cytotoxic, actives largely listed as cytotoxic. hit rate 1.4% among 400,000; further: potency means the concentration at half of the fitted maximal effect; on the % scale 0 is the no-effect control and ±100 the full control effect; nearly all actives have a fitted effect of over 60% in size
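Viability of parental KB-3-1 cells, measured by CellTiter-Glo luminescence, followed a 72 h incubation at 37 °C with pinned compounds in phenol-red-free DMEM containing 10% FBS.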
DRD3 agonist – qHTS of D3 Dopamine Receptor Agonist: qHTS; D(3) dopamine receptor (Homo sapiens), P35462; D3R DiscoveRx beta-arrestin cells, luminescence, 90 min; max activation, %; hit rate 0.58% among 410,000; in the data active means max activation above about 30%; further: 0% is about no effect; mostly tested at two doses, the higher about 12 µM
Target sequence (P35462 whole entry, looked up): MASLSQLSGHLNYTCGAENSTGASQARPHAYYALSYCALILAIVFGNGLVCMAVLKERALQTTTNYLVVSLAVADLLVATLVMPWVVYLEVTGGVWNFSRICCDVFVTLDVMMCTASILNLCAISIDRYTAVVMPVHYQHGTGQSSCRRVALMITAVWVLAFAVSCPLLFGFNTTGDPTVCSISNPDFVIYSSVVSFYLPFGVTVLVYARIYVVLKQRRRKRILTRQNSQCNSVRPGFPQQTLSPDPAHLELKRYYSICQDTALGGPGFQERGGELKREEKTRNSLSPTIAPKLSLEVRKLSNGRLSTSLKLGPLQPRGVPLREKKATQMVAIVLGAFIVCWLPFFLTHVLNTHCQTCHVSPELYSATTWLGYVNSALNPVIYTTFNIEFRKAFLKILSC
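Agonist-mode cell screen: cells plated at 1500/well and incubated overnight at 37 °C, then exposed to library compounds for 90 min at 37 °C. Detection reagent was added for 30–60 min at room temperature, and luminescence was read.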
HT1080-NT tox – qHTS for induction of synthetic lethality in tumor cells producing 2HG: qHTS for the HT-1080-NT fibrosarcoma cell line. HT-1080-NT fibrosarcoma viability, CellTiter-Glo ATP luminescence, 48 h. Potency, µM (titrated, usually from 46.1 µM), for inactives: at the highest dose activity, negative = less viability, actives largely listed as cytotoxic. hit rate 1.6% among 360,000;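 further: NT is the 2HG producing partner of a matched IDH1 knockdown line; potency means the concentration at half of the fitted maximal effect; 0% = DMSO-treated cells and -100% = media-only wells without cells; nearly all actives have a fitted effect of over 55% in size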
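HT-1080-NT; 750 cells/well; 5% FBS RPMI; 48 h compound, 37 degrees C; CellTiter-Glo luminescence; curve fitting and curve-class assignment.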
KB-V1 cytotox – qHTS assay for MDR1-selective chemotherapeutics: Primary screen using the drug-selected MDR subline cells KB-V1; KB-V1 MDR cells viability, CellTiter-Glo, 72 h; Potency, µM (highest dose often 46.1 µM), for the others: at the top dose activity change, negative = cytotoxicity, actives largely listed as cytotoxic; hit rate 3.4% among 400,000; AID 1347076, 2019; further: potency means the concentration at half of the fitted maximal effect; on the % scale 0 is the no-effect control and ±100 the full control effect; nearly all actives have a fitted effect of over 60% in size
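Compound-treated KB-V1 multidrug-resistant cells, 72 h, 37 degrees C; viability by CellTiter-Glo. Fitted qHTS curves give the values.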
GLP1R ag – qHTS of GLP-1 Receptor Agonists; Glucagon-like peptide 1 receptor (Homo sapiens), P43220; HEK293 GLP-1R CRE-luciferase, luminescence, 4-6 h; cells express a hypersensitive GLP-1R form; Potency, µM (highest dose often 45.6 µM), without a hit: at the highest dose activation, hits mostly activators; hit rate 0.007% among 380,000; AID 624172, 2012; further: potency means the concentration at half of the fitted maximal effect; % of control where 0% means no effect
Target sequence (P43220 whole entry, looked up): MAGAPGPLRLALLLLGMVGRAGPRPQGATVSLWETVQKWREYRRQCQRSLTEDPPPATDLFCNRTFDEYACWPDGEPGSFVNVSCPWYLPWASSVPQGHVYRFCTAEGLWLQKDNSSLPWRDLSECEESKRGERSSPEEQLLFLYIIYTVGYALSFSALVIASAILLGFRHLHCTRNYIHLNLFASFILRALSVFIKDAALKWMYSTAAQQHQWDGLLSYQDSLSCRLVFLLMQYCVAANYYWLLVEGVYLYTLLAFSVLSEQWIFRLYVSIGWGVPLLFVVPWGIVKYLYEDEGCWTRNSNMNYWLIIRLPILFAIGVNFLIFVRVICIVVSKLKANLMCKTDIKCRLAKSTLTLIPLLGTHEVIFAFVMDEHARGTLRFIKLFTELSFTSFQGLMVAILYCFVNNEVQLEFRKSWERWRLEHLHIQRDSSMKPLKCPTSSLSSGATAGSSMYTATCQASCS
SW480 rereplic – A quantitative high throughput screen for small molecules that induce DNA re-replication in SW480 colon adenocarcinoma cells | SW480 DNA re-replication, Hoechst DNA content imaging, 48 h | Potency, µM (doses to about 46.1 µM), inactives show top-dose re-replication activation, usual class: activators | hit rate 1.8% among 340,000 | AID 624297, 2012; further: potency means the concentration at half of the fitted maximal effect; % of control where 0% means no effect; nearly all actives have a fitted effect of over 55% in size
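250 cells/well; 23 nL cpd via pin tool; 48 hr, 37 C, 5% CO2; Hoechst 40 min; imager read of total nuclear intensity, ex 405/em 500-530 nm.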
IL-1B inflam inh – qHTS for Inhibitors of Inflammasome Signaling: IL-1-beta AlphaLISA Primary Screen. THP-1 LPS/ATP IL-1B secretion, AlphaLISA, 16 h; stronger effect = lower value. activity change, % at 57.5 µM. hit rate 4.7% among 360,000. AID 743279, 2014; in the data active means activity change below about -50%; inconclusive means mostly about -30% to -49%; further: on the % scale 0 is the no-effect control and ±100 the full control effect
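THP-1 cells pretreated 1 hr with compounds (up to 57.5 uM final), then stimulated with LPS (250 ng/mL final) plus ATP (1.25 mM final); secreted IL-1B measured by AlphaLISA after 16 hr, decreased signal indicating inhibition.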
DRD3 antagonist – qHTS of D3 Dopamine Receptor Antagonist: qHTS; D(3) dopamine receptor (Homo sapiens), P35462; hit rate 2.5% among 360,000; max response, negative = inhibition, %; D3R cells, DiscoveRx beta-arrestin luminescence, antagonist mode; stronger effect = lower value; in the data active means max response below about -50%; inconclusive means no clear call, values can overlap the other calls; further: on the % scale 0 is the no-effect control and ±100 the full control effect; mostly tested at two doses, the higher about 12 µM
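Cells expressing the human receptor were seeded at 1500 cells/well, incubated overnight at 37 degrees C in 5% CO2, then exposed to library compounds with dopamine controls for 90 minutes at 37 degrees C before luminescent detection.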
* hit, by the source's call; i = inactive; ? = inconclusive; . = not tested or not shown; [ ] = remark or other dose. Unless noted, the call rests on the fitted dose curve; in most records, active means well fitted curve in the direction sought with a large enough effect; inconclusive means small, poorly fitted or top-dose-only effect, or another doubt; inactive means no such curve, though single readings can be large; an effect the other way counts as inactive or inconclusive. No enrichment for hits, and some 12% of all compounds hit somewhere here.

SMILES	HT1080 IDH1KD tx	KB-3-1 cytotox	DRD3 agonist	HT1080-NT tox	KB-V1 cytotox	GLP1R ag	SW480 rereplic	IL-1B inflam inh	DRD3 antagonist
Cc1cc(=O)n2c3ccccc3n(CC(O)CN3CCN(CCO)CC3)c2c1C#N (configuration not stated)	-4%	-3%	-3	-15%	17%	-4%	2%	?	-27
CNc1cncc(-c2ccc(OC)cc2OC)n1	15%	0%	-6	?	3%	12%	.	-28	-27
COc1ccc(CNC(=O)c2ccc3c(c2)N(Cc2ccccc2)C(=O)c2ccccc2S3=O)cc1 (configuration not stated)	.	2%	-12	.	-12%	2%	.	.	.
COc1ccc(/C=N/NC(=O)Cn2nc([N+](=O)[O-])cc2C)c(OC)c1OC	-1%	-1%	-6	-3%	5%	-4%	-6%	0	-14
Cc1c(NC(=O)c2ccc3ncccc3c2)c(=O)n(-c2ccccc2)n1C	-4%	-6%	-5	1%	3%	-13%	1%	-10	-14
COc1ccccc1N=c1oc2cc(O)ccc2cc1C(N)=O	?	?	-10	23µM*	?	-6%	11µM*	?	-54*
Nc1c(C(=O)c2ccc(Cl)cc2)sc2nsc(SCCN3CCOCC3)c12	19%	-22%	-3	15%	-33%	9%	?	11	3
CC(C)C(=O)N1CCN(c2nc(-c3ccccc3)c3c(c2C#N)CCCC3)CC1	?	0%	-15	?	?	-1%	?	-57*	-18
O=C1CC(c2ccccc2)CC(O)=C1C=NC1CCCCCC1 (configuration not stated)	?	0%	-9	-30%	-29%	-1%	-4%	-13	-16
COc1ccc(C(=O)NC2CCc3ccccc32)cc1OC1CCN(C(C)C)CC1 (configuration not stated)	-2%	.	4	-1%	.	-7%	0%	15	18
CCCCNC(=S)N(CCN(C)C)Cc1cc2cc3c(cc2[nH]c1=O)OCCO3	-10%	1%	-5	-8%	0%	12%	-3%	-51*	2
CCc1nc(C)cn1S(=O)(=O)c1ccc(Cl)c(Cl)c1Cl	-16%	?	1	-19%	?	4%	8%	-25	-2
CC(=O)OCC(C)n1c(=O)c2ccccc2n1C(C)=O (configuration not stated)	13%	17%	0	4%	?	-4%	.	22	1
COc1cc(C(=O)Nc2ccc(C)cc2)c(-n2cnnn2)cc1OC	0%	-7%	-3	6%	-19%	-6%	-5%	28	-4
CCOC(=S)N/C(=N\S(=O)(=O)c1ccc(C)cc1)c1ccccc1	-1%	-6%	-12	3%	0%	0%	1%	7	-23
COc1ccc(/C=N/NC(=O)c2cc(Br)ccc2O)cc1Cn1cc(Cl)cn1	7%	2%	-1	12%	-1%	-11%	1%	14	3
Cc1nn(CC(=O)NCCCN2CCCCC2)c(=O)c2cc(-c3ccccc3)nn12	0%	-1%	-3	-1%	21%	-4%	-4%	4	-2
Cc1nc(CSc2nnc(Nc3cccc(C)c3C)s2)cs1	13%	15%	7	18%	18µM*	5%	13%	?	-4
CCn1c(SC(C)C(=O)NC2CCCc3ccccc32)nnc1-c1cccs1 (configuration not stated)	?	0%	-4	-9%	-9%	-2%	0%[9.22 µM]	-19	-11
CC(C)CCNC(=O)C1CCC(=O)N1C(C)C (configuration not stated)	-8%	-1%	2	10%[9.24 µM]	8%	-16%	0%	-13	3
O=C(Cn1nc(C(=O)O)c2ccccc2c1=O)NCCC1=CCCCC1	7%	0%	-3	-1%	-3%	0%	?	33	1
CCCOc1ccc(C(=O)O/N=C(\CC)c2ccc(C)cc2)cc1	7%	17%	3	10%	-9%	-4%	.	0	-2
O=C(C[n+]1ccc(/C=C/c2ccccc2)cc1)c1ccc2c(c1)OCCO2	16µM*	12µM*	3	?	?	5%	?	-94*	-7
CC1CCN(CCC(=O)Nc2ccc(F)c(F)c2)CC1	0%	1%	-20	-2%	?	16%	8%	-4	-51*
COc1cc(/C=C/C(=O)O)cc(S(=O)(=O)Nc2ccccc2Oc2ccccc2)c1OC	9%	12%	4	25%	8%	-5%	-2%	-2	12
CN(C(=O)c1cccc(NC(=O)Cc2ccc(NC(=O)C3CCN(C(=O)C4CC4)CC3)cc2)c1)C1CCCCC1	-21%	2%	1	-5%	8%	-3%	-1%	-7	-2
O=C(Nc1ccc(O)cc1C(=O)O)c1ccc(NC(=O)c2ccco2)cc1	16%	3%	1	-3%	?	-9%	-7%	-17	17
CC(=O)N1CC(=O)N=C1SCC(=O)Nc1nc(-c2ccccc2)c(-c2ccccc2)s1	?	1%	2	?	5%	-15%	2%	-77*	-29
COc1ccc2c(CC(=O)Nc3ccc(OC)c(NS(=O)(=O)c4ccc(F)cc4)c3)coc2c1	-2%	4%	0	5%	-11%	11%	5%	-25	-4
O=C(CSc1n[nH]c(=O)[nH]c1=O)c1ccccc1[N+](=O)[O-]	-3%	21%	6	4%	0%	-1%	4%	28	8
Clc1ccc(Oc2nc3ccccc3n3cccc23)cc1	5%	3%	4	0%	10%	-2%	-4%	33	-17
CCCC(=O)Nc1c(-c2cccs2)c(=O)c2ccccc2n1C	2%	10%	0	16%	16%	-1%	-2%	10	9
COc1ccccc1NC1=C(C)C(=O)CC1	14%	-9%	-2	21%	-15%	-18%	-2%	22	5
O=C(CCCSc1nc(-c2ccco2)cc(C(F)(F)F)n1)NCC1CCCO1 (configuration not stated)	-1%	-2%	-4	-13%	-21%	22%	-3%	-17	17
Cc1cc(C)c(Nc2cc(S(=O)(=O)O)c(N)c3c2C(=O)c2ccccc2C3=O)c(C)c1	-21%	-10%	-4	-23%	-21%	-19%	-16%	-55*	-27
COc1ccc(NC(=O)CSc2ncnc3c2cnn3Cc2ccccc2)cc1	0%	24%	-3	0%	2%	-10%	5%	9	-18
O=C1C2C3C=CC(CC3)C2C(=O)N1c1ccc(Cl)cc1Cl (configuration not stated)	-2%	10%	5	0%	6%	5%	-22%	18	2
NC(=O)c1ccccc1N/C=C/C(=O)c1ccccc1	9%	5%	1	6%	9%	-5%	-12%	0	4
COc1ccc(CSc2nnc(C)n2N)cc1[N+](=O)[O-]	6%	0%	-2	0%	-14%	-8%	-8%	2	-14
CC(C)Cc1nnc(NC(=O)CSc2nc(O)c(-c3ccccc3)c(=O)[nH]2)s1	-5%	-2%	-11	-5%	-15%	-1%	2%	23	-21
CC(C(=O)Nc1ccccc1)N1C(=O)c2ccccc2C1=O (configuration not stated)	-2%	0%	2	-1%	-7%	2%	0%	-9	6
COc1ccc2nc(Nc3ccccc3)sc2c1	-13%	-29%	-1	-18%	?	7%	-5%	-67*	-6
CCc1nc(SCC(=O)c2ccc(Cl)s2)c2oc3ccccc3c2n1	-8%	-17%	2	-9%	?	0%	4%	2	33
CCC/C=N/NC(=O)c1ccccc1O	7%	8%	1	2%	?	1%	4%	11	14
C[C@@H]1NC(=O)c2cc([N+](=O)[O-])cc(I)c2NCCCC[C@@H](C(N)=O)NC(=O)[C@H](CC(N)=O)NC1=O	9%	-2%	10	6%	0%	18%	12%[9.22 µM]	19	25
Cc1ccc(NC(=O)CSc2ccc3nnc(-c4cccnc4)n3n2)cc1	2%	5%	-7	1%	-5%	0%	2%	8	-4
CCN(CC)CCOC(=O)c1cccc2c1-c1ccccc1C2O (configuration not stated)	8%	4%	-2	-5%	16%	4%	-9%	10	2
CCOC(=O)C1=C[C@@H](c2ccccc2)N(S(=O)(=O)c2ccc(C)cc2)[C@H]1c1cccc(Cl)c1	9%	-7%	8	2%	?	7%	.	12	0
Cc1ccc(S(=O)(=O)N2CCOCC2)cc1C(=O)N1CCCCCC1	-6%	-2%	-4	-9%	-14%	-12%	20%	i	-12
CC1CCCN(CCS(=O)(=O)c2ccccc2)C1 (configuration not stated)	-12%	-12%	-15	-8%	1%	4%	6%	-16	-20
O=S(=O)(NCCc1csc(-c2cccnc2)n1)c1cccs1	-10%	-6%	3	3%	16%	12%	-14%	-13	-16
Cc1ccc2nc(-c3cccc(Br)c3)c(CC3CCCCC3)n2c1	-18%	0%	-14	-4%	9%	-4%	.	-5	?
O=C(O)c1ccc(NC(=O)c2ccccc2NC(=O)c2cccc(Br)c2)cc1	-17%	0%	-5	-14%	14%	-4%	-3%	5	0
CN(C(=O)COC(=O)/C=C/c1cccs1)C1CCCCC1	7%	-3%	2	4%	-7%	20%	.	-29	3
Cc1nc2ccc(Br)cc2c2c1CC(CBr)O2 (configuration not stated)	-15%	4%	4	-1%	-20%	24%	4%	-74*	13
CCn1cc(C(=O)O)c(=O)c2cnc(N3CCN(C(=S)NC(=O)c4ccccc4)CC3)nc21	1%	0%	15	?	-16%	-1%	13%	?	10
COc1ccc(C(=O)CCC(=O)NCCc2c[nH]c3ccccc23)cc1	9%	10%	5	3%	28%	11%	-2%	9	7

One compound at a time, from the list above:
Profile of CN(C(=O)COC(=O)/C=C/c1cccs1)C1CCCCC1 : HT1080 IDH1KD tx = 7%; KB-3-1 cytotox = -3%; DRD3 agonist = 2; HT1080-NT tox = 4%; KB-V1 cytotox = -7%; GLP1R ag = 20%; SW480 rereplic = .; IL-1B inflam inh = -29; DRD3 antagonist = 3
Profile of COc1ccc(C(=O)NC2CCc3ccccc32)cc1OC1CCN(C(C)C)CC1 (configuration not stated) : HT1080 IDH1KD tx = -2%; KB-3-1 cytotox = .; DRD3 agonist = 4; HT1080-NT tox = -1%; KB-V1 cytotox = .; GLP1R ag = -7%; SW480 rereplic = 0%; IL-1B inflam inh = 15; DRD3 antagonist = 18
